Pf Dd2 growth – qHTS Primary assay for Inhibitors of Plasmodium falciparum Dd2 growth in vitro | AID 1347417, 2020 | Potency, µM (top dose mostly 28.9 µM), for the others: top-dose activity, negative = inhibition, actives largely listed as inhibitors | 120,000 compounds, 4.3% hits | P. falciparum Dd2 growth, SYBR Green, 72 h; active = well fitted inhibition curve with a large enough effect; inconclusive = small, poorly fitted or top-dose-only effect; inactive = no such curve, though single readings can be large or run the other way;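 note: plate controls were DMSO vehicle for no effect and reference drug for full effect; nearly all actives have a fitted effect of over 65% in size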
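Readout: SYBR Green fluorescence, 485 nm excitation, 535 nm emission, after ~16 h lysis at 37C. Before that, Dd2-infected red cells (2.5% hematocrit) grew 72 h with compound, 29 uM top final concentration.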
* = called active by the depositor; [ ] = another dose, or the depositor's remark. Potency is the fitted concentration of half-maximal effect.

Screening COCCCNC(=O)c1c(NC(=O)Cc2coc3cc(C)cc(C)c23)sc2c1CCCC2 returned Pf Dd2 growth -15.1%.
COc1ccccc1NC(=O)Cn1c(N2CCN(c3ccccc3)CC2)nc(C)cc1=O was read as Pf Dd2 growth inconclusive.
Screening Cn1ccnc1C(=O)N1C[C@@H](COCC2CC2)[C@H](c2ccccn2)C1 returned Pf Dd2 growth -6.1%.
`Nc1c(-c2nc(-c3ccccc3)no2)nnn1CC(=O)Nc1ccccc1` gave Pf Dd2 growth -2.4%.
CCc1cccc(NC(=O)Cn2c(C(=O)OC)cc3occc32)c1 was read as Pf Dd2 growth 14.4%.
Screening CCOCCN1C(=O)COC[C@@H]1[C@H](O)c1ccc(NC(=O)c2ccco2)cc1 returned Pf Dd2 growth -15.4%[44.1 µM].
For CCCS(=O)(=O)N1CCC(c2noc(-c3ccncc3)n2)C1 (stereo not drawn) the results were Pf Dd2 growth 26.6%[5.79 µM].
Screening O=C(c1nnc(COc2ccc(F)c(F)c2)n1-c1ccccc1)N1CCC[C@@H]1c1cccc(F)c1 returned Pf Dd2 growth inactive.
Screening COc1ccc(OC)c(NC(=O)c2nc(SCc3ccc(F)cc3)ncc2Cl)c1 returned Pf Dd2 growth 15.8%.
For CN(CCc1ccccn1)c1cc(C2CC(O)C2)ncn1 (stereo not drawn) the results were Pf Dd2 growth -5.9%.
For CCC[C@@H]1CN(S(=O)(=O)c2ccc(OC(F)F)cc2)C[C@H]1N(C)C the results were Pf Dd2 growth 5.62µM*.
`CCOc1cc(=O)n2c(c1C(=O)Nc1cccc(C#N)c1)CCCC2` gave Pf Dd2 growth -24.2%.
`COc1ccc(NC(=O)Cn2cc(C(=O)c3ccccc3OC)c(=O)c3ccc(C)nc32)cc1OC` gave Pf Dd2 growth -26.9%.
For Cc1ccc2nc(-c3ccc(NC(=O)C(F)(F)F)cc3)sc2c1 the results were Pf Dd2 growth 10.0%.
Screening O=C(CCn1c(=O)c2cccn2c2ccc(F)cc21)NCCc1ccccc1Cl returned Pf Dd2 growth -23.9%.
Screening O=c1cc(COc2ccc(Cl)cc2Cl)nc2scc(-c3ccccc3)n12 returned Pf Dd2 growth 4.7%.
`Cc1cc(CN2C[C@H](NC(=O)CNS(C)(=O)=O)[C@@H](C3CC3)C2)on1` gave Pf Dd2 growth -11.9%.
`CC(=O)NCCNC(=O)[C@H]1CN2CC[C@H]1C[C@@H]2Cn1cc(COc2ccccc2)nn1` gave Pf Dd2 growth inactive.
`CC(=O)N(C1CC1)C1CCOC2(CCN(C(=O)NCCc3ccccc3)CC2)C1` (stereo not drawn) gave Pf Dd2 growth inactive.
O=C(NCCn1cccc1-c1nc(-c2ccc3c(c2)OCO3)no1)c1ccc2c(c1)OCO2 was read as Pf Dd2 growth 12.6µM*.
Screening COc1cc(OC)cc(C(=O)N2CCC(Cc3nc(-c4ccc(F)cc4)no3)CC2)c1 returned Pf Dd2 growth inconclusive.
Screening Cc1cccc(OCC(=O)Nc2cccc(C(=O)OCc3cc(=O)n4c(C)csc4n3)c2)c1 returned Pf Dd2 growth 18.6%.
`COc1cccc(S(=O)(=O)N2CC3(Cc4ccccc4C(=O)N3)C2)c1` gave Pf Dd2 growth -8.9%.
For COc1cc(C)ccc1S(=O)(=O)N1CCCCC1CN1CCOCC1 (stereo not drawn) the results were Pf Dd2 growth inactive.
Screening Cc1ccc(-c2nn3c(=O)cc(CN4CCN(S(=O)(=O)c5ccc(Cl)cc5)CC4)nc3s2)cc1 returned Pf Dd2 growth inactive.
`C=CCNC(=O)N[C@H]1[C@H](O)[C@@H](N2CCN(C(C)=O)CC2)[C@@H]2OC[C@H]1O2` gave Pf Dd2 growth 11.0%[44.1 µM].
CC(=O)Nc1cccc(OCc2nc3c(n2Cc2ccccc2)C(=O)N(Cc2ccccc2F)CCN3)c1 was read as Pf Dd2 growth inactive.
O=C(Nc1ccc(Cl)cc1)c1ccc(-n2cnnc2)cc1 was read as Pf Dd2 growth -6.3%.
O=C(NC1CCN(c2cc(-c3ccc(F)cc3)[nH]n2)C1)c1c[nH]c2ccccc12 (stereo not drawn) was read as Pf Dd2 growth inconclusive.
For COc1ccc(CCNC(=O)c2c(O)nc3ccccn3c2=O)cc1OC the results were Pf Dd2 growth -3.1%.
`COc1ccc(-c2cc(C(F)(F)F)n3ncc(-c4ccccc4)c3n2)cc1` gave Pf Dd2 growth inconclusive.
Screening COc1ccc(Cl)cc1NC(=O)c1cc2nc(-c3ccc4c(c3)OCO4)cc(C(F)(F)F)n2n1 returned Pf Dd2 growth 45.1%[activator].
Screening COCc1ccc(C(=O)N2CCc3c(ncnc3N3CCOCC3)C2)o1 returned Pf Dd2 growth -13.9%.
Screening CCn1c(C(=O)N2CCC(C(=O)N3CCN(c4cc(C)ccc4C)CC3)CC2)cc2sccc21 returned Pf Dd2 growth inconclusive.
Screening O=C(Nc1ccccc1)N[C@H]1C[C@H]2C(=O)NC[C@@H](CCC(=O)N3CCN(c4ccccn4)CC3)N2C1 returned Pf Dd2 growth inconclusive.
Screening COc1cc2c(cc1Oc1ccccc1)NC(=O)C21CCN(Cc2cccc(O)c2)CC1 returned Pf Dd2 growth inconclusive.
O=C(c1cc(F)ccc1F)N1CCCC2(C1)NC(=O)N(Cc1ccccc1)C2=O (stereo not drawn) was read as Pf Dd2 growth -19.5%.
For O=C(CSc1nc2c([nH]c3ccccc32)c(=O)n1-c1ccccc1)Nc1ccc2c(c1)OCO2 the results were Pf Dd2 growth 11.2µM*.
For CCOc1ccc(-c2nc3c(C#N)c[nH]n3c2NC2CCCCC2)cc1 the results were Pf Dd2 growth 7.5%.
`O=C(COc1ccc(F)cc1)Nc1ccc(-c2nnc3n2CCCC3)cc1` gave Pf Dd2 growth inconclusive.
Screening CC(Oc1ccc(F)cc1F)C(=O)N1CCC2(CC1)CC(=O)N(C)C2 (stereo not drawn) returned Pf Dd2 growth 13.9%.
Screening O=C(NCCc1noc(-c2cccnc2)n1)C1(c2ccccc2)CC1 returned Pf Dd2 growth -11.1%.
For Cc1ccc(C2Cn3nnc(C(=O)N4CCC(C(=O)Nc5ccccc5)CC4)c3CO2)cc1 (stereo not drawn) the results were Pf Dd2 growth inactive.
For Cc1cccc(CNC(=O)Cc2csc3ccccc23)c1 the results were Pf Dd2 growth -17.1%.
For COc1cc(OC)c(NC(=O)NC(C)c2c(-n3cccc3)sc(C)c2C)cc1Cl (stereo not drawn) the results were Pf Dd2 growth inactive.
Screening CCN1CCN(CCNC(=O)[C@H]2CCC[C@H]2NC(=O)c2ccc(OC)cc2)CC1 returned Pf Dd2 growth 4.1%.
Screening COc1ccc(-c2cc(-c3ccccc3)c(C#N)c(SCC(O)CS(=O)(=O)Cc3ccccc3)n2)cc1 (stereo not drawn) returned Pf Dd2 growth inconclusive.
`NCc1ccccc1-c1ccc(OC(F)(F)F)cc1` gave Pf Dd2 growth 11.2µM*.
`CN1c2cc(C(N)=O)ccc2C(=O)N2CCCCCC21` (stereo not drawn) gave Pf Dd2 growth 6.7%.
Screening CC1CCC(NC(=O)c2ccc(CS(=O)(=O)c3ccc(Cl)cc3)o2)CC1 (stereo not drawn) returned Pf Dd2 growth -2.5%.
Cc1cc(C)cc(NC(=O)N2CCC3(CC2)Oc2ccccc2C(=O)N3Cc2ccccc2F)c1 was read as Pf Dd2 growth inactive.
O=c1[nH]nc2n1CCN(CC1CCCCC1)CC2 was read as Pf Dd2 growth 41.7%[activator].
Screening O=C1c2oc3ccccc3c(=O)c2C(c2ccc(O)cc2)N1Cc1ccc2c(c1)OCO2 (stereo not drawn) returned Pf Dd2 growth -9.4%.
For COc1ccccc1NC(=O)C1CCN(c2cnccn2)CC1 the results were Pf Dd2 growth 11.5%.
For Cn1cccc1CN1CCC2(CC1)C(=O)Nc1ccccc12 the results were Pf Dd2 growth inconclusive.
COc1ccc(CN2CCNc3cnc(Nc4cccnc4)cc3C2)cc1O was read as Pf Dd2 growth 1.0%[44.1 µM].
Screening CC(=O)Nc1ccc(NC(=O)c2ccc(COc3ccc(Cl)cc3Cl)o2)cc1 returned Pf Dd2 growth 17.6%.
Screening CCOC(=O)N1CCN(C(=O)c2ccc3c(c2)N(Cc2cc(C)ccc2C)C(=O)c2ccccc2S3=O)CC1 (stereo not drawn) returned Pf Dd2 growth inconclusive.
For Cc1ccc(N2CC(c3nnc(Cc4ccccc4Cl)o3)CC2=O)cc1 (stereo not drawn) the results were Pf Dd2 growth 4.4%.
Screening CCOc1ccccc1NC(=O)C1CCCN(c2ncnc3onc(-c4ccc(F)cc4)c23)C1 (stereo not drawn) returned Pf Dd2 growth inconclusive.
Screening O=C1CCC2(CCN1CC1CC1)CCN(S(=O)(=O)c1cccnc1)CC2 returned Pf Dd2 growth -1.4%.
For COCCOC1CCN(C(=O)Cc2cccc(F)c2)CC1 the results were Pf Dd2 growth 26.5%.
Screening O=C1Nc2cnccc2C2(CCN([S+](=O)([O-])c3cccc(C(F)(F)F)c3)C2)O1 (stereo not drawn) returned Pf Dd2 growth -6.7%.
COc1ccc(-c2cc(N3CCC(NC(=O)c4ccccc4F)CC3)n[nH]2)cc1 was read as Pf Dd2 growth inconclusive.
Screening CCCN1Cc2cccc(C(=O)Nc3ccccc3F)c2C1=O returned Pf Dd2 growth 3.5%.
`Cc1ccc(C(=O)N2CCCCCCNC(=O)[C@@H]3C[C@@H](c4nc(C(C)C)no4)C[C@@H]32)s1` gave Pf Dd2 growth -12.9%.
`CC(C)N1CCC(CC(=O)N[C@@H]2CN(S(C)(=O)=O)C[C@H]2CN(C)C)CC1` gave Pf Dd2 growth inactive.
`COc1ccc(-c2nc(C)nc3c2CCN(C(=O)c2ccccc2)CC3)cc1` gave Pf Dd2 growth inactive.
`CC(C)CCN1C(=O)CC[C@]2(C(=O)N3CCN(C(C)C)CC3)CCCC[C@@H]12` gave Pf Dd2 growth inconclusive.
`O=C(CC1CCCCC1)N1CCC(Cc2nc(-c3ccc(F)cc3)no2)CC1` gave Pf Dd2 growth inactive.
`COc1cncc(CN2CCC3(CC2)OC(=O)N(Cc2ccccc2C#N)C3(C)c2ccccc2)c1` (stereo not drawn) gave Pf Dd2 growth inconclusive.
COC(=O)[C@@H]1Cc2ncn(Cc3ccc(Cl)cc3)c2CN1S(=O)(=O)c1ccc(OC)cc1 was read as Pf Dd2 growth inconclusive.
Screening CN(Cc1cn(-c2ccccc2)nn1)Cc1nccn1Cc1ccccc1 returned Pf Dd2 growth -29.4%.
`CCn1c(CO)nnc1C1CC(NC(=O)c2ccccc2-n2cccn2)C1` (stereo not drawn) gave Pf Dd2 growth inconclusive.
Screening COc1ccc(CNC(=O)C(CC(C)C)NS(=O)(=O)c2ccc3c(c2)CCN3C(C)=O)cc1 (stereo not drawn) returned Pf Dd2 growth 102.5%[activator].
Screening CCOc1ccc(-c2cc(C(=O)N3CCN(c4cc(Cl)ccc4C)CC3)c3ccccc3n2)cc1 returned Pf Dd2 growth 46.1%[activator].
For Cc1noc(C)c1S(=O)(=O)N1CCC(C(=O)N2CCC(CCOc3ccc(F)cc3)C2)CC1 (stereo not drawn) the results were Pf Dd2 growth inactive.
CC(=O)Nc1ccc(CN2CC3(Cc4ccccc4NC3=O)C2)cc1 was read as Pf Dd2 growth -19.5%.
`O=C(Nc1cccc(C(=O)N2CCN(c3ccc(F)cc3)CC2)c1)c1nsc2ccccc12` gave Pf Dd2 growth inconclusive.
CC(C)n1c(C2CCN(C(=O)Cc3c[nH]c4ccccc34)CC2)nn(C)c1=O was read as Pf Dd2 growth -19.2%.
O=C(CN1CCCC1=O)NC1CCN(Cc2ccccc2)CC1 was read as Pf Dd2 growth -24.3%.
`CCOC(=O)c1cc(NC(=O)c2ccc(C)cc2)c(=O)n2c1oc1ccc(Cl)cc12` gave Pf Dd2 growth -7.0%.
For Cc1ccc(CNC(=O)c2nnn3c2COC(c2ccc(C)cc2)C3)cc1 (stereo not drawn) the results were Pf Dd2 growth -9.6%.
For Cc1ccc2c(C)c(C(=O)N3CCCC3c3nc(C(C)C)no3)oc2c1C (stereo not drawn) the results were Pf Dd2 growth inconclusive.
Screening COc1ccc(-c2cn3c(n2)sc2cc(C(=O)Nc4cccc(OC)c4)ccc23)cc1 returned Pf Dd2 growth -4.2%.
O=C(COc1ccccc1-c1nc(-c2ccccc2)no1)Nc1cccc([N+](=O)[O-])c1 was read as Pf Dd2 growth inactive.

11 successive records out of the list so far, for reference:
Screening CN(Cc1cn(-c2ccccc2)nn1)Cc1nccn1Cc1ccccc1 returned Pf Dd2 growth -29.4%.
`CCn1c(CO)nnc1C1CC(NC(=O)c2ccccc2-n2cccn2)C1` (stereo not drawn) gave Pf Dd2 growth inconclusive.
Screening COc1ccc(CNC(=O)C(CC(C)C)NS(=O)(=O)c2ccc3c(c2)CCN3C(C)=O)cc1 (stereo not drawn) returned Pf Dd2 growth 102.5%[activator].
Screening CCOc1ccc(-c2cc(C(=O)N3CCN(c4cc(Cl)ccc4C)CC3)c3ccccc3n2)cc1 returned Pf Dd2 growth 46.1%[activator].
For Cc1noc(C)c1S(=O)(=O)N1CCC(C(=O)N2CCC(CCOc3ccc(F)cc3)C2)CC1 (stereo not drawn) the results were Pf Dd2 growth inactive.
CC(=O)Nc1ccc(CN2CC3(Cc4ccccc4NC3=O)C2)cc1 was read as Pf Dd2 growth -19.5%.
`O=C(Nc1cccc(C(=O)N2CCN(c3ccc(F)cc3)CC2)c1)c1nsc2ccccc12` gave Pf Dd2 growth inconclusive.
CC(C)n1c(C2CCN(C(=O)Cc3c[nH]c4ccccc34)CC2)nn(C)c1=O was read as Pf Dd2 growth -19.2%.
O=C(CN1CCCC1=O)NC1CCN(Cc2ccccc2)CC1 was read as Pf Dd2 growth -24.3%.
`CCOC(=O)c1cc(NC(=O)c2ccc(C)cc2)c(=O)n2c1oc1ccc(Cl)cc12` gave Pf Dd2 growth -7.0%.
For Cc1ccc(CNC(=O)c2nnn3c2COC(c2ccc(C)cc2)C3)cc1 (stereo not drawn) the results were Pf Dd2 growth -9.6%.

An excerpt. The share of hits here may be higher or lower than overall.
